Screening results (PubChem)
KCNK3 inh – human KCNK3 channel inhibition, primary screen; O14649; CHO-KCNK3 thallium flux, FluxOR fluorescence; hits give low values; B-score at 10 µM; 340,000 compounds, 0.84% hits; AID 602410;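 active means B-score under library mean minus 4 SD, starting fluorescence ratio at most library mean plus 5 SD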;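 further: more negative B-score means stronger inhibition of thallium flux through KCNK3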
ANO1 block – mouse TMEM16A channel inhibition, primary screen; HEK293 TMEM16A/YFP iodide influx fluorescence, ionomycin; normalized B-score (activity score, 25-100; higher = stronger inhibition) at 10 µM; 310,000 compounds, 1.2% hits;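 active means ratio plate-corrected score three or more library SD toward inhibition, starting fluorescence score within five deviations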;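 further: score derived from kinetic fluorescence span divided by baseline fluorescence per well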
Target sequence (Q8BHY3 whole entry, looked up): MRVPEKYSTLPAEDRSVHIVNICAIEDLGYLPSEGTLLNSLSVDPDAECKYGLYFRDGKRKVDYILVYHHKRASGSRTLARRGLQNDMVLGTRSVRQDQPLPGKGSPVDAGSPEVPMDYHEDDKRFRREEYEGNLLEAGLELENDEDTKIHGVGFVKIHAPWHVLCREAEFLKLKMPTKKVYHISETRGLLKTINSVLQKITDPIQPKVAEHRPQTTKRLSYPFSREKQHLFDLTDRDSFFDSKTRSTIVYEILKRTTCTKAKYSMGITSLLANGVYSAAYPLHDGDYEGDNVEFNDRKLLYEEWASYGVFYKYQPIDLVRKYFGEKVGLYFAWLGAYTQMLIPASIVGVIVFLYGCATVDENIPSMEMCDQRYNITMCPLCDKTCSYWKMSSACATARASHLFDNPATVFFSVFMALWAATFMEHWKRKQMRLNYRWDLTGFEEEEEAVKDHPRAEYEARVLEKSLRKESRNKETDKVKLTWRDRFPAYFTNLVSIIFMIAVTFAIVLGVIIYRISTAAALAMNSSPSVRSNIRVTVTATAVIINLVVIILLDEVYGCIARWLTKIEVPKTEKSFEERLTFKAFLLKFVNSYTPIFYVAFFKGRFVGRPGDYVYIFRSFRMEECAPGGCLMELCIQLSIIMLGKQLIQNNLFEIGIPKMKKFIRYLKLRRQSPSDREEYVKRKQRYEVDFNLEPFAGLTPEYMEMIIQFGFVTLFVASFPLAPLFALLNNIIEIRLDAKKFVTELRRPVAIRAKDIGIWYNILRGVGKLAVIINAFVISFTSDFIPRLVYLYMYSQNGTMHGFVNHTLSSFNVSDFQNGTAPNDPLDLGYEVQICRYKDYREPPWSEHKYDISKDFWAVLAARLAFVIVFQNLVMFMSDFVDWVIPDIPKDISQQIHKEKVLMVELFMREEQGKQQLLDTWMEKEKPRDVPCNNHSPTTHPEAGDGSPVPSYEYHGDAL
KCNQ1 block – human KCNQ1 channel inhibition; P51787; CHO-K1 KCNQ1, FluxOR thallium flux fluorescence; hits give high values; B-score at 10 µM; 310,000 compounds, 1.3% hits; AID 2642;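 active means compounds whose thallium flux B-score, printed positive for inhibition, exceeds three library SD while starting fluorescence stays within three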;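 further: channel opened by potassium depolarization with thallium stimulus after 20 min compound exposure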
hERG rescue – compounds protecting human hERG from proarrhythmic drug block | Q12809 | CHO-hERG, FluxOR thallium flux, dofetilide IC70 present | activation (rescue from dofetilide block), less the hit threshold, % at 10 µM | 310,000 compounds, 0.51% hits;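 active means activation above the mean of controls blocked by dofetilide plus 5 SD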;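 further: thallium influx through hERG after potassium depolarization seen as dye fluorescence rise; in these data hits start at about 4.7%; inactives centre near -7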
KCNK9 inh – human KCNK9 channel inhibition | Q9NPC2 | AID 488922 | HEK293 KCNK9, FluxOR thallium flux fluorescence; hits give low values | B-score at 10 µM | 310,000 compounds, 1.2% hits;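 active means ratio B-score over 3 SD below the library mean, with starting fluorescence within 5 SD of its mean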;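 further: negative B-score means less thallium flux so channel inhibition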
TRPC4 agonist – opens the mouse TRPC4 cation channel | Q9QUQ5 | 310,000 compounds, 0.49% hits | HEK293 TRPC4beta/mu-opioid, Fluo4 calcium fluorescence; hits give high values | B-score at 10 µM | AID 2237;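 active means B-score above 5 SD of library B-scores, and initial fluorescence ratio not above library mean plus 5 SD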;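 further: positive B-score marks a calcium rise read as TRPC4 activation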
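Assay system: HEK293 cells stably co-expressing mouse TRPC4beta and mu-opioid receptor / Timing: Fluo4 dye loading 45 min at room temperature, 110 s recording / Signal: Fluo4 calcium-sensitive dye fluorescence, kinetic, 1 Hz baseline / Read-out: integrated baseline-normalised fluorescence ratio, converted to per-well B score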
HDAC3 inh – blocks human histone deacetylase 3; O15379; recombinant HDAC3, fluorogenic peptide/trypsin coupled, fluorescence; inhibition, % at 8.3 µM; 320,000 compounds, 0.15% hits; in the data active means inhibition above about 26%, passing the limit was not always enough
KCNQ1 pot – potentiates or activates the human KCNQ1 potassium channel. AID 2648. CHO-K1 KCNQ1, thallium flux FluxOR fluorescence; hits give high values. P51787. 310,000 compounds, 0.35% hits. B-score at 10 µM;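 active means fluorescence ratio B-score, a plate-corrected score, at least three library SD, with initial intensity B-score within 5 SD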
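Material: CHO-K1 cells stably expressing KCNQ1. Medium: assay buffer for compound exposure, DMSO matched across wells. Reagent: K+/Tl+ depolarizing stimulus. Compound dosing: single-concentration screen. Times: 37 °C overnight plating, 90-min dark dye load, 20-min compound pretreatment. Technique: FluxOR Tl+ flux fluorescence.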
TRPC4 PAM – allosteric potentiators of mouse TRPC4 channel; Q9QUQ5; HEK293 TRPC4beta/mu-opioid, DAMGO EC20, Fluo-4 Ca2+ flux; hits give high values; B-score at 10 µM; 310,000 compounds, 0.42% hits;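 active means B-score of calcium response area above 5 SD of library B-scores, with initial fluorescence ratio within 5 SD of library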;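 further: B-score of integrated fluorescence ratio over time as area under calcium response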
Dyrk1A ADPGlo – Dyrk1A (rat) kinase inhibition | 310,000 compounds, 0.43% hits | inhibition, % at 12.5 µM | AID 504441 | ADP-Glo luminescence, NFATc1 peptide; in the data active means inhibition above about 50%;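 further: plate controls were vehicle with enzyme for no effect and no enzyme for full effect; many of its hits are not listed in these tables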
TMEM16A act – activates or potentiates the mouse TMEM16A chloride channel. B-score at 10 µM. HEK293 TMEM16A/YFP-H148Q/I152L, iodide quench fluorescence; hits give low values. 340,000 compounds, 0.3% hits. Q8BHY3;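 active means fluorescence-ratio B-score plate-corrected deviation score at least 3 library SD below zero, with starting fluorescence score within 5 deviations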;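 further: channel opened by trigger with iodide after compound preincubation; score built on the fluorescence ratio of max minus min over baseline; more negative score means more quench and so TMEM16A activation or potentiation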
* = called active by the depositor; i = inactive; / = no result given. This is a subset; the hit share may differ from the screen's.

SMILES | KCNK3 inh | ANO1 block | KCNQ1 block | hERG rescue | KCNK9 inh | TRPC4 agonist | HDAC3 inh | KCNQ1 pot | TRPC4 PAM | Dyrk1A ADPGlo | TMEM16A act
Cc1ccc(-c2nn(-c3ccccc3)cc2/C=N/n2c(-c3cccs3)n[nH]c2=S)cc1 | i | i | i | -8 | i | i | -10 | i | i | / | i
O=C(CCS(=O)(=O)c1ccc(F)cc1)Nc1nnc(-c2cccs2)o1 | i | i | i | -12 | i | i | -4 | i | i | / | i
COc1cccc(OCc2cc(C(=O)N3CCN(C4CCCCC4)C(=O)C3)no2)c1 | i | i | i | -4 | i | i | 2 | i | i | 2 | i
CCOC(=O)Cn1cnc2c(nnn2-c2cccc(OC)c2)c1=O | i | i | i | -2 | i | i | -1 | i | i | 0 | i
CC1(C)C2CCC(C2)C1(C)NC(=O)CNCC1CCCCC1 (configuration not stated) | i | i | i | -8 | i | i | -6 | i | i | -1 | i
Cc1ccccc1CNC(=O)c1ccc(CSCc2ccccc2)cc1 | i | i | i | -8 | i | i | -5 | i | i | 1 | i
CC(C)c1cc(-c2cc(C(=O)NCc3ccccc3)on2)nc(NCC2CC2)n1 | i | 100* | i | -2 | i | i | 2 | i | 10* | 7 | -6.6*
Cc1cc(C)n(CCN(C)C(=O)C2CCC(=O)N(CCN3CCOCC3)C2)n1 (configuration not stated) | i | i | i | -15 | i | i | -5 | i | i | 3 | i
O=C(NC1CCCCC1)C(c1ccc(F)cc1)N(Cc1ccco1)C(=O)c1csnn1 (configuration not stated) | i | i | i | -9 | i | i | -5 | i | i | -2 | i
COc1ccc(C)cc1NC(=O)CSc1nnc2ccc(-c3ccccn3)nn12 | i | i | i | -11 | i | i | 0 | i | i | 18 | i
Cc1sc(N)nc1-c1ccc2c(c1)OCCO2 | i | i | i | -4 | i | i | 4 | i | i | 2 | i
O=C(CNC(=O)c1ccc(Cl)cc1Cl)OCC(=O)N1CCN(c2ccccc2)CC1 | i | i | i | -5 | i | i | 2 | i | i | -4 | i
CCC(=O)Nc1ccc(C(=O)NCCCn2ccnc2)cc1 | i | i | i | -10 | i | i | -3 | i | i | -18 | i
CCn1c(=S)[nH]c2scc(-c3cccs3)c2c1=O | i | / | i | 100* | i | i | / | 112* | i | 29 | i
COc1ccc(-c2csc(Nc3ncccc3C)n2)cc1 | i | i | i | -9 | i | i | 3 | i | i | 9 | i
Cc1nc2ccc(-c3nc4ccccc4o3)cc2[nH]1 | i | i | i | -6 | i | i | 0 | i | i | -4 | i
O=C(c1ccc(O)cc1)c1ccc(C(=O)c2ccc(O)cc2)cc1 | i | i | i | -9 | i | i | -4 | i | i | -5 | i
COC(=O)C1CSC(C(=O)OC)N1C(=O)Nc1ccc(Cl)cc1 (configuration not stated) | i | i | i | -4 | i | i | -1 | i | i | -9 | i
C=CCOC(=O)c1c(C)nc2cc3c(cc2c1C)OCO3 | i | i | i | -4 | i | i | -5 | i | i | -3 | i
CC1CC(C)C[N+](=C2C=C(N3CCCC3)CC(C)(C)C2)C1 (configuration not stated) | i | / | 8* | -17 | i | i | / | i | i | -5 | i

An excerpt from above in order of molecular weight, descending:
SMILES | KCNK3 inh | ANO1 block | KCNQ1 block | hERG rescue | KCNK9 inh | TRPC4 agonist | HDAC3 inh | KCNQ1 pot | TRPC4 PAM | Dyrk1A ADPGlo | TMEM16A act
COC(=O)C1CSC(C(=O)OC)N1C(=O)Nc1ccc(Cl)cc1 (configuration not stated) | i | i | i | -4 | i | i | -1 | i | i | -9 | i
O=C(c1ccc(O)cc1)c1ccc(C(=O)c2ccc(O)cc2)cc1 | i | i | i | -9 | i | i | -4 | i | i | -5 | i
Cc1nc2ccc(-c3nc4ccccc4o3)cc2[nH]1 | i | i | i | -6 | i | i | 0 | i | i | -4 | i

(next part)
SMILES | KCNK3 inh | ANO1 block | KCNQ1 block | hERG rescue | KCNK9 inh | TRPC4 agonist | HDAC3 inh | KCNQ1 pot | TRPC4 PAM | Dyrk1A ADPGlo | TMEM16A act
CN(C)c1ccc(CN(C(=O)c2ccc(Cl)c([N+](=O)[O-])c2)C2CCS(=O)(=O)C2)cc1 (configuration not stated) | i | i | i | -7 | i | i | 0 | i | i | -2 | i
Cc1cc(C(=O)Nc2ccncc2)c2ccccc2n1 | i | i | i | -7 | i | i | -3 | i | i | -4 | i
Cc1cc(NC(=O)CS(=O)(=O)c2c[nH]c3ccccc23)no1 | i | i | i | -9 | i | i | -13 | i | i | -7 | i
COC(=O)CSc1nnc(-c2cnccn2)n1C | i | i | i | -11 | i | i | 4 | i | i | 4 | i
COc1ccccc1CNc1nc(S(=O)(=O)c2ccccc2)c(Cl)s1 | i | i | i | -8 | i | i | / | i | i | -11 | i
C=CCOc1ccccc1CN1CCN(CCc2ccccc2)C(CCO)C1 (configuration not stated) | i | i | i | -8 | i | i | 0 | i | i | 0 | i
COc1ccccc1CC(=O)N1CCN(c2ccccn2)CC1 | i | i | i | -4 | i | i | -12 | i | i | 10 | i
COc1ccc(CNC(=O)CN(CC2CCCO2)C(=O)CNS(=O)(=O)c2ccccc2)cc1 (configuration not stated) | i | i | i | -10 | i | i | 5 | i | i | / | i
O=C(CN1N=C(C(F)(F)F)CC1(O)c1ccc([N+](=O)[O-])cc1)c1ccccc1 (configuration not stated) | i | i | i | -6 | i | i | 7 | i | i | -2 | i
COc1ccc(C(NCC(=O)NC(C)c2ccc(Cl)cc2)c2ccccc2)cc1 (configuration not stated) | -9.5* | i | i | -1 | i | i | -3 | i | i | 1 | /
COc1cccc(NC(=O)N2CCCC(C(=O)NCc3ccc(F)cc3)C2)c1 (configuration not stated) | i | i | i | -5 | i | i | 3 | i | i | -1 | i
CCN(CC)Cc1cc2ccccc2c2c1COC2 | i | 25* | i | -19 | i | i | -3 | i | i | 8 | i
COC(=O)/C(=C/Nc1ccc(O)cc1)[N+](=O)[O-] | i | i | i | -10 | i | i | 0 | i | i | 10 | i
CC[N+](C)(CC)CCC/C(=N/O)C(O)(c1ccccc1)c1ccccc1 | i | i | i | -7 | i | i | -3 | i | i | / | i
O=C(COc1ncnc2scc(-c3ccc(F)cc3)c12)NCc1ccco1 | i | i | i | -7 | i | i | 6 | i | i | 9 | i
Cc1nnc(SCCn2c(N3CCCC(C)C3)nc3c2c(=O)n(C)c(=O)n3C)s1 (configuration not stated) | i | i | i | -8 | i | i | / | i | i | 0 | i
O=C(Nc1ccc(Cl)cc1)OCc1cn(-c2ccccc2)nn1 | i | i | i | -9 | i | i | 2 | i | i | 4 | i
CN1CCN(CC(=O)Nc2ccc(OCc3ccccc3)cc2)CC1 | / | i | i | -4 | i | i | 3 | i | i | / | /
O=C(O)c1nnn(-c2cc(C(F)(F)F)cc(C(F)(F)F)c2)c1-c1ccccc1 | i | i | i | -8 | i | i | -7 | i | i | / | i
Cc1nn(-c2ccccc2)c(C)c1NC(=O)COC(=O)Cc1ccccc1F | i | i | i | -14 | i | i | 2 | i | i | -2 | i
CC(=O)Nc1ccc(S(=O)(=O)NNC(=O)COc2ccc(C)cc2)cc1 | i | i | i | -9 | i | i | -4 | i | i | -5 | i
C/C(Cc1ccccc1)=N\NC(=O)CNC(=O)c1ccccc1 | i | i | i | -13 | i | i | 3 | i | i | 4 | i
O=C(C1CCCN(S(=O)(=O)c2ccccc2)C1)N1CCCCCC1 (configuration not stated) | i | i | i | -8 | i | i | -4 | i | i | -5 | i
COc1ccc(N(CC(=O)Nc2ccc3c(c2)OCO3)S(=O)(=O)c2ccc(F)cc2)cc1 | i | i | i | -4 | i | i | 2 | i | i | 2 | i
O=C(c1ccco1)N1CCN(C(=O)N2CCCC2)CC1 | i | i | i | -11 | i | i | 0 | i | i | 2 | i
C=CCOc1ccc(C2C(C(=O)c3ccco3)=C(O)C(=O)N2c2nnc(C)s2)cc1 (configuration not stated) | i | i | i | -12 | i | i | 6 | i | i | -6 | -8.9*
CCOc1ccc(C(CCc2ccccc2)NC(=O)c2ccc(OC)c(OC)c2)cc1OCC (configuration not stated) | i | i | i | -5 | i | i | 15 | i | i | 1 | i
CS/C(N)=N/N=C/c1cc(Br)cc(Br)c1O | i | i | i | -1 | i | i | 6 | i | i | 1 | i
O=C(Cc1ccc(F)cc1)OCN1C(=O)c2ccccc2C1=O | i | i | i | -7 | i | i | 1 | i | i | -6 | i
CCN(CC(=O)Nc1ccc(N2CCOCC2)cc1)CC(=O)NC(C)(C)C | i | i | i | -12 | i | i | 1 | i | i | -2 | i
COc1ccc(/C=N/NC(=O)CCc2c(C)n[nH]c2C)cc1OC | i | i | i | -12 | i | i | 1 | i | i | 9 | i
Cc1ccc(NC(=O)CN(C)C(=O)COC(=O)CNS(=O)(=O)c2ccc(Br)cc2Cl)cc1 | i | i | i | -18 | i | i | 0 | i | i | 1 | -8.1*
O=C(CN1CCCCC1)Nc1cccc([N+](=O)[O-])c1 | i | i | i | -7 | i | i | 3 | i | i | 3 | i
O=C(NC1(C(F)(F)F)NC(=O)N(Cc2ccco2)C1=O)c1cccnc1 (configuration not stated) | i | i | i | -2 | i | i | 4 | i | i | 2 | i
COc1ccccc1OCCC(=O)OCC(=O)c1c(N)n(C)c(=O)n(C)c1=O | i | i | i | -13 | i | i | -5 | i | i | 19 | i
CCCc1cc2c(cc1NC(=O)c1ccc(C(C)(C)C)cc1)OCO2 | i | i | i | -6 | -7.7* | i | 6 | i | i | 6 | i
COc1ccc(C(=NNc2ccccc2C(=O)O)c2ccc(OC)cc2)cc1 | i | i | i | -3 | i | i | 12 | i | i | -3 | i
COc1ccc(OC)c(NC(=O)NNC(=O)COc2ccc(-c3ccccc3)cc2)c1 | i | i | i | -12 | i | i | 3 | i | i | 3 | i
CC1S/C(=N\N=C\c2cccc([N+](=O)[O-])c2)N(C(C)(C)C)C1=O (configuration not stated) | i | i | i | -10 | i | i | 5 | i | i | -7 | i
CN(C)c1ccc(C=NCCC2(c3ccccc3)CCOC(C)(C)C2)cc1 (configuration not stated) | i | i | i | -16 | i | i | / | i | i | 6 | i
CCOc1ccc(CCNC(=O)Cn2ncn3nc(-c4ccc(OC)cc4)cc3c2=O)cc1OCC | i | i | i | -10 | i | i | 2 | i | i | -3 | i
O=C(Nc1ccccc1)N1CCN(C(=O)Nc2ccccc2)CC1 | / | i | i | -2 | i | i | -1 | i | i | / | /
Cc1[nH]c(=O)[nH]c(=O)c1S(=O)(=O)N1CCCC(C(=O)NCCc2ccc(Cl)cc2)C1 (configuration not stated) | i | i | i | -7 | i | i | 3 | i | i | -1 | i
COc1cccc(C(=O)Oc2cc(-c3ccccc3)no2)c1 | i | i | i | -6 | i | i | -3 | i | i | 5 | i
